# PAFAH1B3 FP inh: PAFAH1B3 (human) inhibition | Q15102 | recombinant PAFAH1B3, FP-rhodamine probe, fluorescence polarization | inhibition, % at 3.39 µM | actives 0.28% (n = 340,000);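 active = inhibition above the screen-wide average of all tested compounds plus 3 SD, cut at about 25% in these data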;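 note: 0% = enzyme with DMSO only and 100% = wells lacking PAFAH1B3 protein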
# GSTO1 inh: blocks human GSTO1 in RBBP9 counter-screen | AID 1974 | actives 1.1% (n = 300,000) | recombinant GSTO1, activity-based probe fluorescence polarization | inhibition, % at 5.96 µM;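 active = inhibition above the campaign mean inhibition plus 3 SD, cut at about 35% in these data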;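 note: 0% = GSTO1-1 with DMSO and 100% = wells lacking GSTO1-1 enzyme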
# PAFAH1B2 FP inh: blocks human PAF acetylhydrolase 1b catalytic subunit 2; P68402; recombinant PAFAH1B2, FP-rhodamine activity probe, fluorescence polarization; inhibition, % at 3.39 µM; actives 1.2% (n = 340,000); AID 492953;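 active = inhibition above the mean of all tested compounds plus 3 SD, cut at about 24% in these data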;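 note: 0% = enzyme with DMSO and 100% = wells lacking PAFAH1B2; many of its hits are not listed in these tables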
# pPAFAH inh: pPAFAH (human) enzyme inhibition | actives 1.5% (n = 330,000) | recombinant pPAFAH, FP-rhodamine probe fluorescence polarization | AID 463082 | inhibition, % at 3.39 µM;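 active = inhibition above the mean inhibition across the screen plus 3 SD, cut at about 25% in these data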;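 note: inhibitors block binding of the rhodamine activity-based probe so polarization drops; 0% = enzyme with DMSO and 100% = wells lacking pPAFAH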
# PREPL inhibitor: human PREPL enzyme inhibition; Q4J6C6; recombinant PREPL, fluorescence polarization activity-based probe; inhibition, % at 5.96 µM; actives 0.68% (n = 320,000); AID 2751; in the data active = inhibition above about 43%;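 note: 0% = enzyme with DMSO and 100% = wells lacking enzyme; many of its hits are not listed in these tables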
# LYPLA2 counter: blocks human lysophospholipase 2, a PME1 counter-screen. O95372. recombinant LYPLA2, FP-Rh probe fluorescence polarization. inhibition, % at 5.9 µM. actives 0.38% (n = 320,000). AID 2177;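 active = inhibition above the screen-wide mean plus 3 SD, limit set per campaign, cut at about 26% in these data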;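 note: 0% = LYPLA2 with DMSO and 100% = wells lacking LYPLA2 enzyme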
# Target sequence (O95372 whole entry, looked up): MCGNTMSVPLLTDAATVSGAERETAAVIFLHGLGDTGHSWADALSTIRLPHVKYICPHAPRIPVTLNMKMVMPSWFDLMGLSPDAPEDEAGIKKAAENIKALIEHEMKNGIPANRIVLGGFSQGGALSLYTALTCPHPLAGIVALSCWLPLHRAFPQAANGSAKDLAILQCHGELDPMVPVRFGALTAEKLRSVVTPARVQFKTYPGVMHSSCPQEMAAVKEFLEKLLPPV
# PAFAH2 inh: PAFAH2 (human) inhibition; AID 492956; actives 0.99% (n = 340,000); Q99487; inhibition, % at 3.39 µM; recombinant PAFAH2, FP-rhodamine activity probe, fluorescence polarization;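 active = inhibition above the mean over all tested compounds plus 3 SD, cut at about 30% in these data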;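 note: inhibitors block probe labeling of enzyme so polarization drops; 0% = enzyme with DMSO and 100% = wells lacking PAFAH2 protein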
# PAD4 FP inh: blocks human protein arginine deiminase 4; Q9UM07; AID 485272; inhibition, % at 6.36 µM; actives 0.41% (n = 330,000); recombinant PAD4, RCA probe fluorescence polarization;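 active = percent inhibition above a cutoff equal to the mean of all tested compounds plus 3 SD, cut at about 15% in these data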;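 note: 0% = PAD4 with RCA probe and DMSO and 100% = probe without PAD4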
# Target sequence (Q9UM07 whole entry, looked up): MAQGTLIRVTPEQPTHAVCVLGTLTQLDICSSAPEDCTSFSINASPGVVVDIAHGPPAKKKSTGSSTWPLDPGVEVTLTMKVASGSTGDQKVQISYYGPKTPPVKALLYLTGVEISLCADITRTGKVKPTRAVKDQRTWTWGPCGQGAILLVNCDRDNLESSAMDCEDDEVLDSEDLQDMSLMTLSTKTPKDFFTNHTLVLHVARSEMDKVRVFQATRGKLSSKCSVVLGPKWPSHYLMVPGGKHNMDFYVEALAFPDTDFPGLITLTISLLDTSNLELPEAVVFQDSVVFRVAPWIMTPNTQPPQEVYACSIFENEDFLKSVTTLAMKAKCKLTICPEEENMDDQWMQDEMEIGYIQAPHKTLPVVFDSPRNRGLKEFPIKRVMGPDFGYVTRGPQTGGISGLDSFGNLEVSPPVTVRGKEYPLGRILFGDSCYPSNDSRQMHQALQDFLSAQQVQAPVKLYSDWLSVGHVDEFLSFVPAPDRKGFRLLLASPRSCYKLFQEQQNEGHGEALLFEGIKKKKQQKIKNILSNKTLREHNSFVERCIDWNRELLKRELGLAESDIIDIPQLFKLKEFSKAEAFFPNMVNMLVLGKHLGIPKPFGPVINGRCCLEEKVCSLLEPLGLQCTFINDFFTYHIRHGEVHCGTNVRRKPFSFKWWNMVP
# LYPLA1 counter: counter-screen for PME1 inhibitors: inhibitors of human LYPLA1 | O75608 | recombinant LYPLA1, FP-Rh probe fluorescence polarization | inhibition, % at 5.9 µM | actives 0.16% (n = 320,000) | AID 2174;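 active = inhibition above the mean of all tested compounds plus 3 SD, set per campaign, cut at about 14% in these data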;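 note: inhibitors block serine hydrolase probe labeling of LYPLA1 so polarization falls; 0% = enzyme with DMSO and 100% = wells lacking LYPLA1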
# Target sequence (O75608 whole entry, looked up): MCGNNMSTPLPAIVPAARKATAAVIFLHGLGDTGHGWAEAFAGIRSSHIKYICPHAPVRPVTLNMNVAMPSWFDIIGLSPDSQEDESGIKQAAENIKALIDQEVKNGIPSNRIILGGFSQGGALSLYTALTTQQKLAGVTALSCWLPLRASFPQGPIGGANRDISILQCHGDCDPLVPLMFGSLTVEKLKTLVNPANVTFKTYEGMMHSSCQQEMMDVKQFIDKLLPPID
# Numbers without * were called inactive; · = not tested or not shown. An excerpt, so the mix of outcomes need not match the whole.
SMILES,PAFAH1B3 FP inh,GSTO1 inh,PAFAH1B2 FP inh,pPAFAH inh,PREPL inhibitor,LYPLA2 counter,PAFAH2 inh,PAD4 FP inh,LYPLA1 counter
O=C1CN(C(=O)CSc2nc(-c3ccccc3)cs2)c2ccccc2N1,4,-2,1,5,-26,3,-2,-1,4
Cc1csc(SCC(=O)Nc2cc(S(=O)(=O)N(C)C)ccc2C)n1,2,6,-4,1,-4,1,7,2,3
COc1ccc(NC(=O)CC2C(=O)N(c3ccc(OC)cc3)C(=S)N2NC(=O)c2cccc(F)c2)cc1 (centres undefined),3,3,-4,0,14,-3,-6,3,-6
CCC(=O)N1CCN(c2ccc(NC(=O)c3cc4ccccc4o3)cc2)CC1,2,-6,2,12,24,4,3,-8,4
COc1ccc(CCNC(=O)C2CCN(S(C)(=O)=O)CC2)cc1OC,3,-1,3,0,-3,1,1,-2,0
CC[C@]12c3[nH]c4cc(CCC(=O)N(C)C)ccc4c3CCN1C(=O)[C@@H](CC(=O)NCCC1=CCCCC1)C[C@@H]2C(=O)N1CCN(C(=O)C2CC2)CC1,5,·,1,5,·,·,7,1,·
CC(=O)c1c(C)nc2nonc2c1N,-1,3,-3,1,-1,-2,-1,-1,0
CCn1ccnc1C(O)(c1ccccc1)c1ccccc1,7,3,6,3,-7,-4,1,0,0
COC(=O)c1c(C)[nH]c(C(=O)CC#N)c1C,2,16,-2,-6,8,-4,7,-3,-4
CN1C(=O)CC(NNC(=O)c2ccc(Cl)cc2)C1=O (centres undefined),8,0,2,7,2,1,2,-6,0

# Shown bar-delimited: part of the list above
Compound | PAFAH1B3 FP inh | GSTO1 inh | PAFAH1B2 FP inh | pPAFAH inh | PREPL inhibitor | LYPLA2 counter | PAFAH2 inh | PAD4 FP inh | LYPLA1 counter
CCn1ccnc1C(O)(c1ccccc1)c1ccccc1 | 7 | 3 | 6 | 3 | -7 | -4 | 1 | 0 | 0
COc1ccc(NC(=O)CC2C(=O)N(c3ccc(OC)cc3)C(=S)N2NC(=O)c2cccc(F)c2)cc1 (centres undefined) | 3 | 3 | -4 | 0 | 14 | -3 | -6 | 3 | -6

# Remaining list, next part:
SMILES,PAFAH1B3 FP inh,GSTO1 inh,PAFAH1B2 FP inh,pPAFAH inh,PREPL inhibitor,LYPLA2 counter,PAFAH2 inh,PAD4 FP inh,LYPLA1 counter
CC[C@]12c3[nH]c4ccc(Cl)cc4c3CCN1C(=O)[C@@H](CC(=O)NCc1ccco1)C[C@@H]2C(=O)N1CCN(C(=O)C2CC2)CC1,0,·,4,1,·,·,-2,1,·
COc1ccccc1CNC(=O)C(C)NS(=O)(=O)c1ccc(Br)cc1 (centres undefined),-2,-1,14,7,-12,4,-2,2,3
Cc1sc2ncn(CC(=O)N3CCCCC3)c(=O)c2c1S(=O)(=O)N1CCC(C)CC1,4,13,6,3,22,4,-6,2,2
Clc1ccc(Cc2nc(-c3ccncc3)no2)cc1,4,5,0,-7,1,1,-6,1,-2
O=C(CSc1nc2ccccc2c(=O)n1-c1ccc(F)cc1)NCc1ccco1,11,-8,0,13,3,3,-1,0,-1
CCC(CC)NC(=O)Nc1ccccc1C(F)(F)F,2,6,2,-1,0,-1,-8,2,-2
c1cncc(C(c2nnnn2C2CCCCC2)N2CCN3CCCC3C2)c1 (centres undefined),8,0,7,0,-5,6,1,0,1
COc1cc(C(=O)Oc2cccc(Nc3ncnc4ccccc34)c2)cc(OC)c1OC,7,-4,0,-5,5,-24,-10,1,-17
COc1ccc(Oc2nc(-c3ccccc3)ncc2C(=O)O)cc1,4,-9,1,1,4,2,5,0,2
COc1ccccc1N1CCN(C(=O)c2ccc(S(=O)(=O)N3CCCC3)cc2)CC1,3,11,6,-1,15,4,2,3,4
CCCCCC(=O)Nc1ccc(-c2nnc3n2CCCCC3)cc1,7,-3,5,3,17,3,-4,-3,0
O=C1N=C(N2CCCCC2)S/C1=C\c1ccncc1,5,-8,4,2,6,-6,3,2,4
COc1cc(C)c(Cl)cc1S(=O)(=O)n1cnc(C)c1,2,-1,4,0,13,10,-2,-2,2
CCOc1ccc(NC(=O)CSc2nnnn2C2CCCC2)cc1,2,3,5,1,4,4,-1,1,-1
CCC(CC)COC(=O)C1=C(C)NC(=O)NC1c1cc(OC)ccc1OC (centres undefined),5,-25,10,0,3,3,8,4,4
O=C(Nc1ccc(-c2cn3ccsc3n2)cc1)C1CC1,1,-10,-1,-3,-1,2,-5,3,1
CC(=O)Nc1nc2cc(N)ccc2s1,9,·,0,6,5,-3,3,-4,0
O=C(O)CCC(=O)OCCCc1cc2ccccc2c(=O)o1,-10,·,3,-6,5,·,11,3,·
C/C(=N\Nc1nncc2ccccc12)c1ccc(O)cc1,1,3,3,-3,17,-7,2,0,-3
CC1CCCCC1NC(=O)CN1c2cccc3cccc(c23)S1(=O)=O (centres undefined),9,·,3,4,13,6,-1,-3,1
Cc1nnsc1NC(=O)OCc1ccc(Cl)cc1Cl,4,-5,6,4,-31,8,12,-4,0
COc1ccc2[nH]c(C)c(CCN3C(=O)C4CC=CCC4C3=O)c2c1 (centres undefined),4,3,1,-5,9,-1,4,-4,-1
CCN(Cc1ccccc1)c1c(C(=O)O)cnc2c1cnn2C,·,8,·,3,-7,-5,·,-1,-5
CCc1noc(C)c1C(=O)Nc1cc(S(=O)(=O)N(CC)CC)ccc1N1CCCC1,-1,0,0,0,1,-2,0,-2,0
O=C(NCCc1nccs1)C1CCC(=O)N(CCc2ccc(Cl)cc2)C1 (centres undefined),19,-3,2,6,0,8,0,0,1
Cn1c(=O)n(-c2cccc(Cl)c2)c(=O)n1C,8,1,3,5,4,8,-1,4,0
Cc1ccc(-n2ncc(-c3nnc(SCC(=O)NC4CCCC4)o3)c2N)cc1C,7,-2,0,4,17,4,14,-4,-4
CCC(=O)Nc1ccc(Cl)c(NC(=O)c2ccc(Br)o2)c1,3,1,3,-5,-17,5,4,0,-4
Cn1c(N)c(Sc2ccc([N+](=O)[O-])cc2)c(=O)n(C)c1=O,6,-3,10,4,-2,0,6,-5,-2
CCOc1ccc2oc(-c3ccccc3)c(C(=O)O)c2c1,3,-6,8,2,5,-1,3,-5,0
CN(C)CCNS(=O)(=O)c1ccc(N2CCc3ccccc32)c([N+](=O)[O-])c1,7,9,7,2,-4,8,-6,1,6
CCCOc1ccc(C(=O)NNC(=S)NC(=O)c2cc(-c3ccccc3)nc3ccccc23)cc1,9,-11,3,6,9,-1,1,-2,-2
COc1ccc(CCC2(C)NC(=O)NC2=O)cc1 (centres undefined),4,1,-6,2,6,-2,-10,0,2
COc1cccc(CC2(CO)CCCN(C/C=C/c3ccccc3OC)C2)c1 (centres undefined),2,5,-2,2,-10,0,-10,0,7
O=C(O)c1cc(N/N=C/c2c(O)ccc3ccccc23)ccc1Cl,20,21,18,11,25,4,29,7,4
O=C(CNC(=O)c1ccc(Cl)cc1Cl)Nc1ccc(F)cc1,-3,-3,0,-1,7,6,-13,0,5
COc1ccc(CNC(=O)/C(C#N)=C2\N=C(NC(=O)c3cccs3)c3ccccc32)cc1,8,-23,3,2,9,4,-6,-4,-1
COC(=O)c1cc(CNC(=O)c2sccc2-c2ccccc2)ccc1OC,7,-4,10,1,-2,3,-4,-1,1
COC(=O)c1sc2ccccc2c1-n1cccc1C(=O)C(=O)Nc1ccc(C)cc1,0,0,-2,6,-8,-6,-3,-8,-2
Cc1ccc(NC(=O)C(c2ccccc2)N2CCN(CC(=O)N3CCOCC3)CC2)cc1 (centres undefined),5,·,5,-2,3,1,1,1,2
O=C(CSc1nc2nn(-c3ccccc3)c(=O)c-2c2n1CCCCC2)Nc1ccc(OC(F)F)cc1,10,·,7,13,27,·,3,-1,·
Cc1ccc(NC(=S)N2CCC(NC(=O)c3cccc(F)c3)CC2)cc1,4,-1,10,-2,1,-3,3,-2,0
Cc1occc1C(=O)N/N=C/c1cccc2ccccc12,3,-8,3,-1,3,8,-4,3,-1
COc1cccc(NC(=O)CN(C)C(=O)c2c(C)nn(-c3ccccc3)c2Cl)c1,-4,·,3,1,7,-3,-2,3,0
O=C(Nc1ccccc1)Nc1ccccc1Br,-2,12,-8,-1,14,2,1,-2,-2
O=C(CCS(=O)(=O)c1ccccc1)NNC(=O)COc1ccc(F)cc1,8,·,9,1,14,·,9,2,·
CCOc1cc(S(=O)(=O)NCCc2cccc(C)c2)c(OCC)cc1-n1cnnn1,12,6,-8,3,-2,-3,5,2,-4
O=C(N/N=C/c1cn(-c2cccs2)nc1-c1ccccc1)c1ccccc1O,-7,-29,2,10,-1,-42,-51,27*,-35
COc1cccc(-c2nc(=S)c3c(o2)CCCC3)c1,6,-1,3,4,4,1,5,0,5
O=C(NC(=S)Nn1cnnc1)c1ccccc1Br,12,-2,7,-3,-5,0,9,0,3
# Next structures follow:
SMILES,PAFAH1B3 FP inh,GSTO1 inh,PAFAH1B2 FP inh,pPAFAH inh,PREPL inhibitor,LYPLA2 counter,PAFAH2 inh,PAD4 FP inh,LYPLA1 counter
CCCN1CCN(C(=O)c2ccc(CS(=O)c3ccc(F)cc3)o2)CC1 (centres undefined),6,-2,1,5,-1,-2,-8,0,-3
COc1ccccc1NS(=O)(=O)c1cccc(C(=O)NNC(=O)c2ccc(NC(C)=O)cc2)c1,-4,·,4,-6,4,-9,-2,2,-4
Cc1cccc(N(CC(=O)NCCSc2nc3ccccc3s2)S(=O)(=O)c2ccccc2)c1,·,2,·,-1,-2,-4,·,-2,2
COc1ccccc1NS(=O)(=O)c1cc(NC(=O)C(C)C)ccc1N1CCCCC1,-3,-1,-5,6,-4,-17,-8,-4,-9
Cc1ccc(C)c(-c2nc3ccc(N)cc3[nH]2)c1,10,6,1,7,3,-1,-2,-3,-3
CCCCOc1ccc(N(CC(=O)NCc2ccco2)C(=O)CCC(=O)Nc2nccs2)cc1,3,-5,-1,2,-9,1,-4,-1,-2
COc1ccc(C(C)=O)cc1CSc1nc2cc(C(=O)O)ccc2c(=O)n1Cc1ccccc1,-1,-17,11,10,-6,-3,-13,-5,-4
COC(=O)/C=C1\N/C(=N/c2nc(C)c3cc(OC)ccc3n2)NC1=O,2,-3,5,8,5,0,6,1,2
NC(=O)c1ccsc1NC(=O)c1ccc(S(=O)(=O)N2CCCCC2)cc1,0,-7,1,-6,-8,-7,-6,-1,-9
Cc1nn(C(C)C(=O)NCc2ccc(Cl)cc2)c(=O)c2cc3occc3n12 (centres undefined),2,1,0,-1,-2,-3,5,0,-1
CN(C)C(CNC(=O)c1ccc2[nH]c(=O)c(=O)[nH]c2c1)c1ccco1 (centres undefined),-1,·,6,-1,16,8,6,0,0
COc1ccc2nc(C)cc(N/N=C/c3cccc(OC)c3O)c2c1,12,11,6,14,64*,-12,-1,-3,0
CC(c1nccs1)N(C)C(=O)c1cn(Cc2cccc3ccccc23)nn1 (centres undefined),1,0,2,2,15,3,11,5,2
COc1cccc(/C=C/C(=O)N2CC(C)OC(C)C2)c1OC (centres undefined),4,0,6,-4,19,4,-4,0,5
CCC1S/C(=C(\C#N)C(N)=O)N(c2ccc(F)cc2)C1=O (centres undefined),4,-1,2,0,20,9,-3,3,2
Cc1cccc(Nc2nc(NCC3CCCO3)nc(N)c2[N+](=O)[O-])c1 (centres undefined),3,-1,6,2,7,-4,-2,-5,1
COc1ccc2cc(C(=O)Nc3ccccc3)sc(=O)c2c1OC,1,-1,-3,0,4,2,1,-3,-2
Cc1ccc(CN2C(=O)[C@@H]3Cc4c([nH]c5ccccc45)C(C)(C)N3C2=O)cc1,13,2,4,7,3,-1,-5,0,-4
Cc1cc(Nc2ccccc2C(=O)O)n(-c2cccc(Cl)c2)n1,-5,-28,4,-3,0,0,6,0,-3
NC(=O)C1CCN(C(=O)CCSCc2ccccc2)CC1,-2,-2,-3,4,2,-5,12,3,-2
